# Screens: PubChem, several laboratories
# NS5 inhibitors: Dengue-2 NS5 methyltransferase inhibitors, primary screen, biochemical, confirmation dose response (AID 588689); Dengue-2 NS5 methyltransferase capping enzyme assay, biochemical; higher % means a stronger effect; 0.3% of 340,000 active; inhibition, % at 25 µM; hits with a dose series show IC50 in µM; in the data active = a potency from the dose series
# RSV antiviral HEp-2: RSV antiviral activity via CPE protection, HEp-2 cells, primary 10 µM value included (AID 2391); HEp-2 cells, RSV-induced CPE inhibition; higher % means a stronger effect; CPE inhibition, % at 10 µM, or IC50 in µM where a hit was titrated; 0.13% of 310,000 active; in the data active = a potency from the dose series; note: strong numbers were not always called active
# GPR55 antagonists: GPR55 antagonists blocking LPI-driven arrestin recruitment, primary screen, imaging, U2OS, beta-arrestin-GFP, LPI agonist (AID 2013). 0.13% of 290,000 active. inhibition, % at 10 µM, or IC50 in µM where a hit was titrated. U2OS GPR55 beta-arrestin-GFP translocation imaging, LPI antagonism; higher % means a stronger effect;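 active = spots per cell inhibited over 60%, with over 100 cells counted and total cytoplasm intensity under 500,000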;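 note: U2OS cells stably carrying GPR55 and arrestin-GFP stimulated by 5 µM LPI near EC80; imaged beta-arrestin-GFP aggregate spots per cell after agonist stimulation; plate controls were LPI-stimulated DMSO wells for no effect and DMSO wells without LPI for full effect; some results filed as inactive read as strong as hits; confirmed hits need IC50 under 10 µM and bright autofluorescent wells are also inconclusive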
# Rac1 GTP hydrolysis: MgcRacGAP GTPase-activating activity inhibitors, confirmation, biochemical, ADP Hunter fluorescence | MgcRacGAP-stimulated Rac1 GTP hydrolysis, ADP Hunter fluorescence; higher % means a stronger effect; GST-tagged Rac1 F28L mutant substrate | one-dose inhibition, % at 30 µM; IC50 in µM for titrated hits | 0.6% of 340,000 active | AID 624330;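 active = first-screen hits whose inhibition reached a set limit at any dose in the follow-up dose series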;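 note: fluorescence reports GDP produced by GAP-driven GTP hydrolysis; strong numbers were not always called active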
# GPR35 antagonists: inhibition of zaprinast-stimulated GPR35 beta-arrestin translocation – imaging, U2OS, beta-arrestin-GFP, zaprinast agonist, primary screen (AID 2058). U2OS GPR35 beta-arrestin-GFP translocation imaging, zaprinast antagonism; higher % means a stronger effect. inhibition, % at 10 µM; hits with a dose series show IC50 in µM. 0.052% of 290,000 active;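 active = inhibition of at least 50% with at least 30 cells and total cytoplasm GFP at most 10,000,000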
# UTI89 phage lysis: protection from phage-mediated lysis, alamar blue read-out – E. coli UTI89, K1F phage, bacterial capsule biogenesis inhibitors (AID 488966); E. coli UTI89 K1F phage lysis, alamar blue, 2 h; higher % means a stronger effect; one-dose inhibition, % at 100 µM; IC50 in µM for titrated hits; 0.02% of 340,000 active;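 active = phage lysis inhibition, versus mean bacterial control, above a set limit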;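 note: capsule biogenesis inhibitors block K1F phage lysis so surviving cells raise fluorescence; higher fluorescence means more inhibition of phage lysis; actives were called in the ten point dose series up to 300 µM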
# HIV fusion peptide: inhibitors of HIV fusion peptide binding, primary screen, biochemical, uHTS, fluorescence dequenching (AID 1986) | cell-free peptide binding, fluorescence dequenching, 30 min; higher % means a stronger effect | inhibition, % at 20 µM; hits with a dose series show IC50 in µM | 0.3% of 290,000 active; in the data active = inhibition mostly above about 52%, no sharp cut-off; inactive = mostly below about 76%; note: some results filed as inactive read as strong as hits
# Large T inhibition: SV40 large T antigen inhibitors, biochemical (AID 1903) | 0.39% of 310,000 active | one-dose inhibition, % at 20 µM; IC50 in µM for titrated hits | SV40 large T antigen ATPase/helicase inhibition assay; higher % means a stronger effect; in the data active = a potency from the dose series; note: strong numbers were not always called active
# Salmonella PhoP GFP: PhoP-dependent GFP reporter repression – Salmonella Typhimurium, primary screen (AID 1863) | S. Typhimurium PhoP-regulated promoter GFP reporter, 4 h; higher % means a stronger effect | 0.16% of 300,000 active | one-dose inhibition, % at 50 µM; IC50 in µM for titrated hits;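 active = inhibition over 29.93%, a cutoff 3 SD above the screen mean, later confirmed by dose response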;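 note: 0% = low Mg2+ inducing control and 100% = high Mg2+ repressing control; strong numbers were not always called active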
# Numbers without * were called inactive; x = not tested or not shown; [ ] = dose if it differs, or a comment. Outcome played no part in choosing rows; 1.5% or so of the library scored in one or more.
SMILES,NS5 inhibitors,RSV antiviral HEp-2,GPR55 antagonists,Rac1 GTP hydrolysis,GPR35 antagonists,UTI89 phage lysis,HIV fusion peptide,Large T inhibition,Salmonella PhoP GFP
COCCN(C(=O)COC(=O)/C=C/c1ccc(OC)c(OC)c1)c1c(N)n(Cc2ccccc2)c(=O)[nH]c1=O,-2%,-0.4%,x,5%,x,0.8%[50 µM],x,20%,-2%
CC(C)CC(=O)N1CCN(Cc2cccc([N+](=O)[O-])c2)CC1,-6%,1.8%,7%,47%,7%,-0.3%,-0.3%,11%,-3%
C=CCn1nnc2sc3c(c2c1=O)CCC(C)C3 (centres undefined),3%,15%,-4%,9%,-12%,1.7%,2.4%,5%,6%
Nc1nc(SCC(=O)Nc2ccccc2)nc2nc3c(cc12)CCCC3,-5%,4.3%,-15%,-9%,11%,-1.0%,2.0%,-14%,-1%
COc1ccc(C(=O)c2cc3ccc(O)cc3oc2=O)cc1,-3%,1.0%,19%,0%,-10%,0.7%,-0.4%,18%,-1%
CC(=O)NC1CC2CCCC(C1)N2Cc1ccc(C)cc1 (centres undefined),x,0.9%,0%,13%,-9%,2.0%,2.0%,4%,8%
O=C(NCCNC(=O)c1cnccn1)c1ccc(Cl)c(Cl)c1,1%,0.6%,-2%,6%,-8%,0.7%,0.3%,0%,3%
CCCOc1ccc(-c2c(C(=O)N/N=C/c3cccnc3)nnn2-c2nonc2N)cc1,3%,5.8%,0%,12%,-6%,0.3%,0.8%,7%,7%
Cn1c(Cn2cnc3ccccc32)nnc1SCC(=O)CC(=O)Nc1ccccc1,-12%,3.7%,7%,11%,-16%,0.6%,0.8%,2%,-3%
CCN(Cc1ccccc1)S(=O)(=O)c1ccc2c(c1)NC(=O)CS2,-15%,12%,0%,6%,21%,-0.5%,0.1%,x,-1%
CC(Sc1nnc(-c2ccc(Cl)cc2)n1N)C(=O)NCC1CCCO1 (centres undefined),-5%,-0.6%,x,6%,x,0.8%[50 µM],x,15%,-4%
CCNC(=S)NNC(=O)c1cc(CC(C)C)nc2ccccc12,0%,-0.3%,1%,5%,5%,2.3%,-4.2%,12%,2%
O=C(c1cc(-c2ccccc2)nc2ccccc12)N1CCN(c2ccccc2O)CC1,2%,3.1%,-8%,6%,1%,0.1%,-0.5%,3%,16%
Cn1c(=O)oc2cc(S(=O)(=O)N3CCC(C(=O)NCc4cccs4)CC3)ccc21,-3%,1.1%,0%,-3%,2%,-2.0%,4.6%,2%,8%
Cn1c(SCc2nc3ccccc3[nH]2)nnc1-c1ccccn1,3%,0.3%,1%,15%,6%,2.2%,-0.3%,0%,7%

# Look-ups from the entries so far:
# CC(C)CC(=O)N1CCN(Cc2cccc([N+](=O)[O-])c2)CC1 in Salmonella PhoP GFP: -3%
# CCN(Cc1ccccc1)S(=O)(=O)c1ccc2c(c1)NC(=O)CS2 in GPR55 antagonists: 0%

# Additional results.
SMILES,NS5 inhibitors,RSV antiviral HEp-2,GPR55 antagonists,Rac1 GTP hydrolysis,GPR35 antagonists,UTI89 phage lysis,HIV fusion peptide,Large T inhibition,Salmonella PhoP GFP
Cn1nnc(NC(=S)NC(=O)/C=C/c2ccco2)n1,15%,0.3%,-21%,-3%,1%,-1.4%,19%,26%,-3%
Cc1n[nH]c(=O)n1-c1ccc(C(C)(C)C)cc1,-4%,0.0%,-10%,6%,-7%,-1.9%,0.0%,14%,3%
COc1ccc2ccc(OCC(=O)N3c4ccccc4NC(=O)CC3C)cc2c1 (centres undefined),5%,1.6%,x,15%,x,0.0%[50 µM],x,x,x
O=C(c1c(F)cccc1F)N1CCN(c2ncccn2)CC1,-6%,0.4%,-8%,9%,-16%,0.5%,-1.3%,-4%,7%
CN(C(=O)CSc1nnc(-c2cccnc2)n1-c1ccccc1F)C1CCS(=O)(=O)C1 (centres undefined),5%,1.9%,3%,5%,-1%,-0.1%,4.9%,18%,-2%
CCOC(=O)CCCNC(=O)COC(=O)c1ccc(O)cc1,1%,0.5%,1%,3%,8%,3.4%,-0.5%,9%,-11%
COc1ccccc1C(=O)NNC(=O)c1cccc(F)c1,-5%,0.1%,9%,-3%,8%,0.3%,-1.4%,10%,0%
Cc1ccc(NC(=O)C2C(=O)N(CCO)C3(C)CC2c2ccccc2O3)cc1 (centres undefined),2%,-0.8%,-2%,15%,-7%,-1.2%,2.9%,-4%,-1%
O=C(CC(=O)c1ccccc1)Nc1cc(C(F)(F)F)ccc1Cl,1%,3.0%,4%,-1%,8%,1.4%[50 µM],0.4%,13%,2%
Nc1c(C(=O)NCc2ccco2)c2nc3ccccc3nc2n1CCc1ccccc1F,4%,41%,11%,5%,-13%,-0.6%,7.5%,18%,14%
CCN(CC)CCN(CC(=O)Nc1c(C)cc(C)cc1C)C(=O)c1ccccc1,1%,-3.1%,8%,15%,11%,1.1%,3.1%,17%,-3%
CC(=O)c1cccc(N=C2NC(=O)CS2)c1,4%,1.5%,7%,3%,22%,-0.1%,-1.0%,0%,-7%
CC1=Nc2cc(C(=O)NCC3CCCO3)ccc2Sc2ccc(C)cc21 (centres undefined),7%,0.0%,-22%,-36%,-10%,-0.3%,-1.3%,12%,-4%
O=C(O)CCC(=O)Nc1cccc(-c2nnc(-c3ccccc3)o2)c1,-6%,0.7%,5%,3%,7%,-0.1%,0.3%,17%,-1%
O=C(Nc1ccc(Cl)cc1)c1cc(S(=O)(=O)N2CCOCC2)cs1,-2%,1.2%,9%,2%,5%,0.3%,-1.8%,20%,-1%

# 13 structures out of the list, ordered by molecular weight, descending:
SMILES,NS5 inhibitors,RSV antiviral HEp-2,GPR55 antagonists,Rac1 GTP hydrolysis,GPR35 antagonists,UTI89 phage lysis,HIV fusion peptide,Large T inhibition,Salmonella PhoP GFP
Nc1c(C(=O)NCc2ccco2)c2nc3ccccc3nc2n1CCc1ccccc1F,4%,41%,11%,5%,-13%,-0.6%,7.5%,18%,14%
COc1ccc2ccc(OCC(=O)N3c4ccccc4NC(=O)CC3C)cc2c1 (centres undefined),5%,1.6%,x,15%,x,0.0%[50 µM],x,x,x
O=C(Nc1ccc(Cl)cc1)c1cc(S(=O)(=O)N2CCOCC2)cs1,-2%,1.2%,9%,2%,5%,0.3%,-1.8%,20%,-1%
Cc1ccc(NC(=O)C2C(=O)N(CCO)C3(C)CC2c2ccccc2O3)cc1 (centres undefined),2%,-0.8%,-2%,15%,-7%,-1.2%,2.9%,-4%,-1%
CC1=Nc2cc(C(=O)NCC3CCCO3)ccc2Sc2ccc(C)cc21 (centres undefined),7%,0.0%,-22%,-36%,-10%,-0.3%,-1.3%,12%,-4%
O=C(CC(=O)c1ccccc1)Nc1cc(C(F)(F)F)ccc1Cl,1%,3.0%,4%,-1%,8%,1.4%[50 µM],0.4%,13%,2%
O=C(O)CCC(=O)Nc1cccc(-c2nnc(-c3ccccc3)o2)c1,-6%,0.7%,5%,3%,7%,-0.1%,0.3%,17%,-1%
CCOC(=O)CCCNC(=O)COC(=O)c1ccc(O)cc1,1%,0.5%,1%,3%,8%,3.4%,-0.5%,9%,-11%
O=C(c1c(F)cccc1F)N1CCN(c2ncccn2)CC1,-6%,0.4%,-8%,9%,-16%,0.5%,-1.3%,-4%,7%
COc1ccccc1C(=O)NNC(=O)c1cccc(F)c1,-5%,0.1%,9%,-3%,8%,0.3%,-1.4%,10%,0%
Cn1nnc(NC(=S)NC(=O)/C=C/c2ccco2)n1,15%,0.3%,-21%,-3%,1%,-1.4%,19%,26%,-3%
CC(=O)c1cccc(N=C2NC(=O)CS2)c1,4%,1.5%,7%,3%,22%,-0.1%,-1.0%,0%,-7%
Cc1n[nH]c(=O)n1-c1ccc(C(C)(C)C)cc1,-4%,0.0%,-10%,6%,-7%,-1.9%,0.0%,14%,3%

# Further structures
SMILES,NS5 inhibitors,RSV antiviral HEp-2,GPR55 antagonists,Rac1 GTP hydrolysis,GPR35 antagonists,UTI89 phage lysis,HIV fusion peptide,Large T inhibition,Salmonella PhoP GFP
O=C(Nc1ccc(F)cc1)Nc1ccc2c(c1)OCO2,-12%,0.5%,-5%,6%,-16%,-0.7%[50 µM],-0.1%,2%,0%
CCCCCOC(=O)Cc1c(O)c2ccccc2[nH]c1=O,-3%,-0.1%,12%,10%,11%,0.6%,-0.1%,-18%,6%
S=C(NCCc1ccccc1)NC1CCC(NC(=S)NCCc2ccccc2)CC1 (centres undefined),-4%,0.6%,6%,8%,-18%,0.1%,-0.7%,1%,-1%
Cc1cc(NC(=O)Nc2ccccc2Cl)no1,-6%,1.0%,-9%,5%,14%,0.3%,-0.3%,5%,1%
O=C(CCn1nc(-c2ccc(Cl)cc2)c2ccccc2c1=O)Nc1cccnc1,-1%,3.2%,0%,3%,-2%,-3.6%,0.6%,-4%,8%
CC(=O)c1ccc(Cc2ccccc2)cc1,-6%,-1.9%,7%,7%,6%,0.4%,-0.3%,27%,-1%
Cc1ccc(S(=O)(=O)N2CCCC2CNC(=O)C(=O)NCCN2CCOCC2)cc1 (centres undefined),6%,-0.8%,x,1%,x,0.6%[50 µM],x,5%,3%
O=C(CSc1nnc(CNc2ccc(F)cc2)n1Cc1ccccc1)N1CCOCC1,0%,0.9%,3%,30%,21%,-0.2%,1.0%,3%,-4%
Cc1ccc2c(c1)NC(=O)C(CC(=O)Nc1ccc(Br)c(C)c1)O2 (centres undefined),2%,1.2%,2%,14%,-10%,0.1%,0.6%,9%,0%
Cc1cc2c(c(=O)n1CCN(C)C)C(c1ccncc1)C(C#N)=C(N)O2 (centres undefined),3%,0.6%,10%,5%,8%,0.2%,2.0%,2%,-4%
COc1ccc(Cc2nnc(SCC(=O)Nc3cc(Cl)ccc3OC)[nH]c2=O)cc1,4%,8.7%,x,3%,x,2.1%[50 µM],x,13%,-5%
O=C(Nc1cccnc1)c1ccc(COc2ccccc2Br)cc1,-5%,6.6%,4%,5%,-13%,-0.5%[50 µM],2.8%,9%,4%
O=C(CNC(=O)c1ccccn1)N/N=C/c1ccccc1,-1%,1.6%,x,10%,-6%,0.8%,-1.1%,4%,-6%
Cc1ccc(-c2ccc(/C=N/NC(=S)Nc3ccccc3)o2)cc1[N+](=O)[O-],-4%,17%,12%,7%,-7%,1.8%,0.3%,2%,8%
Cc1ccc(S(=O)(=O)N2CCOCC2)cc1NC(=O)COC(=O)CNC(=O)c1ccc(C(C)(C)C)cc1,5%,0.9%,5%,15%,0%,0.1%,-3.0%,-21%,13%
O=C(Cc1ccc(N2CCNC2=O)cc1)N1CCCC(Nc2ccc(F)c(F)c2)C1 (centres undefined),-5%,0.4%,8%,7%,3%,0.1%,-0.8%,4%,-6%
CN(C(=O)COC(=O)CNC(=O)c1ccccc1F)C1CCCCC1,-5%,-0.7%,x,1%,x,0.9%[50 µM],x,22%,-2%
CCN(CC)c1ccc(/C=N/NC(=O)c2cccc(N3CCCC3=O)c2)cc1,-1%,0.7%,9%,19%,12%,6.6%,-1.3%,15%,1%
